SIRT5 block: inhibitors of human sirtuin-5 desuccinylase | Q9NXA8 | Purified SirT5, succinyl-peptide AMC, trypsin-coupled fluorescence | inhibition, % at 15 µM | hit rate 1.1% among 330,000; in the data active = inhibition above about 15%; inconclusive = no clear call, values can overlap the other calls
Target sequence (Q9NXA8 whole entry, looked up): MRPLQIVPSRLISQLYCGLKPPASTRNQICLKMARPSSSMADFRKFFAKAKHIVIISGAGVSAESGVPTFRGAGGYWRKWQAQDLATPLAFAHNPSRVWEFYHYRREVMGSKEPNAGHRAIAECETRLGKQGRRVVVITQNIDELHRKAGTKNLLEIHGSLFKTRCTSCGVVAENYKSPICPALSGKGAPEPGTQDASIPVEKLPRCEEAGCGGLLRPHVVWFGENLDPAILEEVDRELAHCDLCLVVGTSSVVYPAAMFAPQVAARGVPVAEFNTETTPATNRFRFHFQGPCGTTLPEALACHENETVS
ARNT-TACC3 inh: ARNT/TACC3 interaction disruption; AlphaScreen His-ARNT PAS-B/GST-TACC3 binding, luminescence; TACC3 fragment carries E629A point mutation; Q9Y6A5; hit rate 0.66% among 390,000; inhibition, % at 9.99 µM;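 active = mean inhibition of replicates at least 50% and at least half of replicates each reaching 50%; inconclusive = half or more replicates reach 50% but mean below 50%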;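 note: 0% = complete ARNT plus TACC3 wells and 100% = ARNT alone without TACC3; many hits fall short of the cut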
esBAF inh: inhibitors of esBAF chromatin remodeling in mouse ES cells. hit rate 2% among 350,000. reporter increase, % at 12.5 µM. Bmi1-luciferase knock-in reporter, 24 h; 100% = twice the neutral-well signal; in the data active = activation above about 40%; inconclusive = no clear call, values can overlap the other calls;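 note: 0% = median of the plate's neutral control wells and 100% = double that signal; a rise in the Bmi1 reporter signal indicates esBAF inhibition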
miR122 inh: inhibitors of miR-122 in Huh7 cells; Huh7 miR-122 Renilla luciferase sensor, 48 h; neutral wells = 0, positive control = 100; activation (reporter increase), % at 12.5 µM; hit rate 0.3% among 340,000; AID 602342;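 active = mean replicate activation score at least 90 and every replicate individually at or above 90; inconclusive = only one of the two criteria met; inactive = neither criterion met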;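 note: higher luciferase means less miR-122 activity so hits act as miR-122 inhibitors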
ERp5 inh: inhibitors of human ERp5 | hit rate 0.05% among 350,000 | Q15084 | inhibition, % at 9.99 µM | ERp5 insulin aggregation, absorbance 650 nm, 90 min;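 active = mean replicate inhibition above about 25%, with every replicate also reaching it, limit read from the data, passing the limit was not always enough; inconclusive = only one of those two criteria met; inactive = neither criterion met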
Target sequence (Q15084 whole entry, looked up): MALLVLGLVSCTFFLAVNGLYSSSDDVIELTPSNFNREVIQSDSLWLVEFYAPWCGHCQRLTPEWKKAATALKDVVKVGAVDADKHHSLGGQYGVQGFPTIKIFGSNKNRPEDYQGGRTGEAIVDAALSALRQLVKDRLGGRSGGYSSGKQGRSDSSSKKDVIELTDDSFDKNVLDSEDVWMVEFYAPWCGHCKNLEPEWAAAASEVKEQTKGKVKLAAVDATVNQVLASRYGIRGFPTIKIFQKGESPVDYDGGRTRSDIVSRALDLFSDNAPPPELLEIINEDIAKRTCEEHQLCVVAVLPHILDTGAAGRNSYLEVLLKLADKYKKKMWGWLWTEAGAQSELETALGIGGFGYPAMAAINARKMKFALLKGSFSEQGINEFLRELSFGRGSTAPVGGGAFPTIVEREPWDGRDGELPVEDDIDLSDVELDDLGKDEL
C2C12 statin: protects C2C12 myotubes from simvastatin toxicity. ATP luminescence, 48 h; scaled: DMSO 0, geranylgeraniol control 100. rescue of ATP level, % at 7.49 µM. AID 602340. hit rate 0.78% among 330,000;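 active = mean ATP rescue above about 67%, or every replicate alone reaching that limit, limit read from the data, passing the limit was not always enough; inconclusive = no clear call, values can overlap the other calls; inactive = mean under the limit and some replicate under it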;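 note: myotubes were challenged with 10 µM simvastatin during compound exposure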
Cneo AK release: Cryptococcus neoformans lysis via adenylate kinase release; lysis activity, % at 15 µM; C. neoformans lysis, adenylate kinase release luminescence, 4 h; normalised: neutral wells 0, clomiphene wells 100; hit rate 0.2% among 360,000;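 active = mean lysis activity across replicates of at least 80%, whatever share of replicates individually reach that level; inactive = mean lysis activity below 80%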
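Material – Cryptococcus neoformans yeast cells · Quantity – 5 × 10^6 yeast cells/mL · Buffer or medium – YPD medium · Compound – single dose · Timing – 4 h static compound exposure, 37 °C, read 1 h post-reagent · Signal – adenylate kinase release luminescence · Read-out basis – lysis from increased AK signal · Benchmarks – Clomiphene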
The depositor's hits bear a star; ? = inconclusive; . = not tested or not shown; [ ] = dose if it differs, or a comment.

SMILES | SIRT5 block | ARNT-TACC3 inh | esBAF inh | miR122 inh | ERp5 inh | C2C12 statin | Cneo AK release
CNC[C@@H]1Oc2c(NS(C)(=O)=O)cccc2C(=O)N([C@H](C)CO)C[C@H]1C | -2 | -2 | 1 | -4[16.7 µM] | 0 | -13 | 2
CSc1nsc(SCC(=O)N2CCc3ccccc32)n1 | . | -3 | 5 | 4 | . | 2 | -2
COC(=O)C1=C(O)CSC1=Nc1ccccc1 | . | 0 | -4 | 2 | . | -3 | -1
CC(C)(C)C1=CC(=Nc2ccccc2N)C=C(C(C)(C)C)C1=O | . | 54* | 4 | 12 | -2 | 4 | .
CCOc1cc(CNCCCN2CCOCC2)ccc1OCC(=O)NC(C)(C)C | 2 | . | -6 | 6 | -2 | -6 | 3
C=CCn1c(SCC(=O)NCC2CCCO2)nc2sc(C)c(C)c2c1=O (configuration not stated) | -3 | 4 | -2 | 0 | 6 | 5 | -1
Cc1cc(=O)[nH]c(SCC(=O)N2CCC(C(N)=O)CC2)n1 | . | -6 | -8 | -16 | . | 0 | -1
Cc1ccccc1-c1nnn(CC(=O)N2CCN(C(=O)c3ccco3)CC2)n1 | -4 | -2 | 5 | . | 1 | 0 | .
C[C@@H]1CN([C@@H](C)CO)C(=O)c2cc(N(C)C)ccc2O[C@@H]1CN(C)C(=O)Nc1ccccc1 | -2 | 0 | -9 | -2[16.7 µM] | -2 | -1 | 1
COc1cc(Cl)ccc1OCc1cc(C(=O)N2CCC(N(C)C)C2)no1 (configuration not stated) | -2 | -4 | -1 | 1 | 1 | 3 | 4
O=C(Cc1ccc(Br)cc1)OCC(=O)N1CCOCC1 | -1 | -10 | -8 | -5 | 4 | -7 | 0
CCO[C@H]1OC(C(=O)N2CCN(C)CC2)=C[C@@H](c2csc3ccccc23)[C@@H]1CCCO | 5 | -1 | 1 | -8 | 1 | 3 | 5
COC(=O)C1=C(C)N(Cc2ccccc2)C(=O)N[C@H]1CCc1ccccc1 | . | -2 | 3 | . | 1 | 8 | 0
C/C=C/c1ccc2c(c1)O[C@@H](CN(C)C(=O)CC1CC1)[C@H](C)CN([C@@H](C)CO)S2(=O)=O | 0 | 23 | 3 | 3[16.7 µM] | -3 | -1 | -7
CC(C)(CO)NCc1cccs1 | 0 | -2 | 9 | 0 | 1 | -2 | .
CC1(C)NC(=O)N(CC(=O)Nc2ccc(-n3cnnn3)cc2)C1=O | -1 | 7 | -6 | . | 4 | -7 | 2
C[C@@H]1CN([C@H](C)CO)C(=O)c2cc(NC(=O)Nc3ccc(C(F)(F)F)cc3)ccc2O[C@@H](C)CCCCO[C@H]1CN(C)Cc1ccc(C(F)(F)F)cc1 | . | -11 | -26 | -5[16.7 µM] | . | . | 5
CCOc1ccccc1NC(=O)NC1Cc2ccccc2C1 | . | 5 | -1 | -6 | . | 5 | -2
Cc1cc(C(=O)Nc2ccccc2C(=O)O)ccc1NC(=O)COc1cccc([N+](=O)[O-])c1 | 0 | -1 | -6 | -4 | 0 | 6 | 7
C[C@H]1CN([C@@H](C)CO)C(=O)c2cc(N(C)C)ccc2O[C@@H]1CN(C)CC1CCCCC1 | . | . | 0 | 30[16.7 µM] | 0 | 55 | -3
O=C(c1ccc(F)cc1)N1C2CCC1CC(O)(c1ccc(F)cc1)C2 (configuration not stated) | . | 2 | . | -3 | . | . | 2
CN(C)C(CNC(=O)CSC(=S)N1CCCC1)c1ccccc1 (configuration not stated) | -1 | -8 | 9 | 3 | -3 | -2 | 0
Cc1ccc(-c2ccc3c(c2)O[C@H](CN(C)C)[C@@H](C)CN([C@H](C)CO)S3(=O)=O)cc1 | 6 | -15 | -5 | 29[16.7 µM] | 0 | 2 | -1
COc1ccc(CNC(=O)c2cc3c(c(-c4cccc(-c5ccc(C#N)cc5)c4)n2)[C@@H](CCO)N([S@](=O)C(C)(C)C)C3)cc1 | -5 | 21 | 7 | . | -2 | -17 | 5
CC(C)(C)c1csc(NC(=O)c2cccs2)n1 | . | -4 | 103* | -6 | . | -4 | -1
CSc1ccccc1NC(=O)CN(C)C(C)C(=O)NC(=O)NC1CCCCC1 (configuration not stated) | 0 | 4 | . | 0 | 4 | . | .
Fc1ccccc1N1CCN(c2ncnc3[nH]ncc23)CC1 | . | -1 | . | -4 | . | . | 5
O=C1C=C(c2ccccc2C(F)(F)F)C[C@@H](c2ccc3c(c2)OCO3)C1 | -6 | -1 | -1 | 9 | 2 | -8 | 4
CC(C)NC(=O)Nc1ccc2c(c1)C(=O)N([C@@H](C)CO)C[C@@H](C)[C@@H](CN(C)S(=O)(=O)c1cn(C)cn1)OCCCC[C@@H](C)O2 | -4 | -11 | -3 | 3[16.7 µM] | 0 | . | -4
COCCNc1nc(Oc2cncc(Cl)c2)c2sccc2n1 | . | . | -11 | 15 | -1 | -3 | 0

2 of the compounds above, with each value named:
molecule: C[C@@H]1CN([C@@H](C)CO)C(=O)c2cc(N(C)C)ccc2O[C@@H]1CN(C)C(=O)Nc1ccccc1
  SIRT5 block: -2
  ARNT-TACC3 inh: 0
  esBAF inh: -9
  miR122 inh: -2[16.7 µM]
  ERp5 inh: -2
  C2C12 statin: -1
  Cneo AK release: 1
molecule: COc1cc(Cl)ccc1OCc1cc(C(=O)N2CCC(N(C)C)C2)no1 (configuration not stated)
  SIRT5 block: -2
  ARNT-TACC3 inh: -4
  esBAF inh: -1
  miR122 inh: 1
  ERp5 inh: 1
  C2C12 statin: 3
  Cneo AK release: 4

(list continues)
SMILES | SIRT5 block | ARNT-TACC3 inh | esBAF inh | miR122 inh | ERp5 inh | C2C12 statin | Cneo AK release
Cc1ccc2[nH]c3ccccc3c(=O)c2c1 | -14 | 16 | 26 | -3 | 2 | -10 | -10
COCCNC(=O)C(c1ccc(Cl)cc1)N(C(=O)Cn1nnc2ccccc21)c1cccnc1 (configuration not stated) | . | -23 | 4 | -3 | . | 5 | 0
COc1ccc(Cn2c(=O)[nH]c3cc(C(=O)NCCCN4CCCCC4)ccc3c2=O)cc1 | . | -1 | -6 | -7 | . | -9 | -5
COCc1ccc(CN2CCC(n3nccc3NC(=O)c3ccc4c(c3)OCO4)CC2)o1 | -3 | . | -5 | 2 | -1 | -2 | -1
Nc1nc2ccccc2n1CCOc1ccc(F)cc1 | 0 | 2 | -7 | -2 | 7 | -33 | 2
CCOC(=O)N1CCN(C(=O)CN(Cc2ccc(Cl)cc2)S(=O)(=O)c2ccc(C)cc2)CC1 | . | -4 | 0 | -7 | . | -31 | .
Cc1cc(-c2onc(C)c2C(N)=O)no1 | -4 | -2 | 0 | . | 0 | -4 | .
C[C@H](CO)N1C[C@H](C)[C@H](CN(C)C(=O)C2CCCCC2)OCCCC[C@H](C)Oc2ccc(NS(=O)(=O)c3cn(C)cn3)cc2C1=O | -2 | 3 | -2 | 6[16.7 µM] | 3 | . | -1
Cc1ccc[n+](C(C)C(=O)Nc2ccc(C)c([N+](=O)[O-])c2)c1 (configuration not stated) | . | 0 | -1 | 6 | . | 2 | -1
O=C(COc1ccc(Cl)cc1Br)Nc1cccc(S(=O)(=O)N2CCCC2)c1 | 2 | . | 12 | -5 | 1 | 1 | -1
CN(CC(=O)Nc1ccc(F)cc1)C(=O)COc1ccc([N+](=O)[O-])cc1Cl | 2 | -4 | -3 | -1 | 3 | -5 | -2
C[C@H](CO)N1C[C@H](C)[C@H](CN(C)C(=O)[C@H]2CCCN2C)OCc2ccccc2-c2c(n(C)c3ccccc23)C1=O | -2 | 2 | 4 | . | 8 | -24 | -3
CSc1cccc(NC(=O)Cn2cnc(S(=O)(=O)N3CCCC3)c2)c1 | 4 | 0 | 5 | 2 | 5 | -4 | 1
CCOc1cc(/C=C2\SC(=S)N(C(C(=O)O)c3ccccc3)C2=O)ccc1O (configuration not stated) | 11 | 12 | -5 | -6 | 0 | -13 | -3
CC(C)N1CCN(C(=O)c2cccc(Cl)c2)CC1 | -1 | -5 | 0 | -6 | 3 | -4 | -1
C[C@@H]1CCCCO[C@@H](CN(C)C(=O)Cc2ccccc2)[C@H](C)CN([C@H](C)CO)C(=O)c2cc(NS(=O)(=O)c3ccc(Cl)cc3)ccc2O1 | 3 | . | 11 | -14[16.7 µM] | 2 | . | -1
CN(C)Cc1cn(CC[C@@H]2CC[C@@H](NC(=O)Cc3cccnc3)[C@H](CO)O2)nn1 | 0 | 1 | -5 | . | 1 | -12 | 5
CCn1c(CCNC(=O)c2ccc(F)cc2)nc2ccccc21 | -10 | -6 | 6 | -12 | 5 | -1 | 0
Cc1c(C(=O)Nc2cc(F)cc(F)c2)cnn1-c1ccccc1 | 1 | 0 | ? | -13 | 1 | -27 | -7
CC(C)(C)OC(=O)N1CCC(C(=O)Nc2cccc(C(=O)NCCCc3ccccc3)c2)CC1 | . | -2 | -2 | -2 | 2 | -11 | 0
CCOC(=O)C1CCN(C(=O)c2sccc2Cl)CC1 | -6 | -19 | -8 | 2 | 1 | -7 | 2
CC1CCC(NC(=O)c2cccc(S(=O)(=O)N3CCN(c4ccc(F)cc4)CC3)c2)CC1 (configuration not stated) | -1 | -2 | . | . | 0 | . | .
COc1cc(-c2ccc3oc(-c4ccsc4)cc(=O)c3c2)cc(OC)c1OC | . | 5 | 21 | -6 | -5 | -46 | 1
CC(C)=CC(=O)N1CCCC(N2CCN(c3ccc(F)cc3)CC2)C1 (configuration not stated) | 6 | -1 | -1 | 2 | 4 | -5 | 1
CC(=O)OCC(=O)[C@H]1CC[C@H]2[C@@H]3CC=C4C[C@@H](O)CC[C@]4(C)[C@H]3CC[C@]12C | -2 | -8 | 6 | -4 | 0 | -6 | -7
Cc1cc(C)nc(SCC(=O)N/N=C\C(Br)=C\c2ccccc2)n1 | -2 | -2 | . | . | 1 | . | .
O=C(CCS(=O)(=O)c1ccccc1)NNC(=O)COc1ccc(F)cc1 | -1 | -3 | -2 | -14 | -2 | 3 | -1
CNC(=S)N/N=C/c1c(C)nn(-c2cccc(Cl)c2)c1Cl | 0 | 20 | 7 | -15 | 1 | -17 | 3
COc1ccc(/C=N/NC(=O)c2ccc(NS(=O)(=O)c3cccs3)cc2)cc1 | 6 | . | 23 | 1 | -4 | -21 | -3
C[C@H](CO)N1C[C@H](C)[C@H](CN(C)C(=O)Nc2ccccc2)Oc2ccc(NC(=O)Cc3ccccc3)cc2CC1=O | 5 | 1 | -3 | 3[16.7 µM] | -2 | 23 | -3

Carrying on.
SMILES | SIRT5 block | ARNT-TACC3 inh | esBAF inh | miR122 inh | ERp5 inh | C2C12 statin | Cneo AK release
CCCn1nnc(NC(=O)Cc2ccccc2)n1 | . | -4 | 7 | 0 | . | 16 | 1
COc1ccc(-c2ncncc2-c2ccc(Cl)cc2)c(O)c1 | -5 | 1 | -9 | -1 | ? | -10 | .
COCCn1c(C(C)C)nc2ccccc21 | -3 | -2 | . | . | -5 | . | .
CCOC(=O)Cn1c(CN2CCN(C(c3ccccc3)c3ccccc3)CC2)nc2c1c(=O)n(C)c(=O)n2C | 6 | 0 | 3 | 0 | -4 | 13 | 0
C[C@@H]1CN([C@H](C)CO)C(=O)c2cc(C3=CCCCC3)cnc2O[C@H]1CN(C)Cc1ccccc1C(=O)O | 1 | 37 | -1 | 17[16.7 µM] | 0 | . | -7
C[C@@H]1CN([C@@H](C)CO)C(=O)Cc2cc(NC(=O)Nc3ccccc3)ccc2O[C@@H]1CN(C)C(=O)Nc1ccc(C(F)(F)F)cc1 | . | 6 | 2 | 7[16.7 µM] | . | -16 | 59
COc1ccc(C(=O)ON=C(C)c2nccs2)cc1 | 1 | . | 2 | 1 | -2 | 0 | 0
C[C@H]1CN([C@@H](C)CO)S(=O)(=O)c2ccc(C3=CCCCC3)cc2O[C@H]1CN(C)Cc1ccccn1 | 2 | 10 | -5 | 2[16.7 µM] | -6 | -64 | -1
COc1ccccc1C(=O)Nc1ccc2c(c1)C(=O)N(C)[C@@H]1CC[C@@H](CC(=O)NCc3ccc(Cl)c(Cl)c3)O[C@@H]1CO2 | 5 | -5 | 3 | -6[16.7 µM] | -4 | 14 | 2

Assay outcomes: PubChem BioAssay, Broad Institute
